From PubChem BioAssay
TEAD-YAP inh – TEAD-YAP interaction inhibition; HEK-TIYL cells, TEAD-Gal4/YAP UAS-luciferase luminescence; inhibition, % at 9.12 µM; hit rate 1.4% among 640,000; in the data active means inhibition above about 32%;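 further: 0% = median of test compound wells and 100% = reference inhibitor wells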
GPR151 ag – activators of human GPR151; Q8TDV0; PathHunter beta-arrestin GPR151 cells, luminescence; activation, % at 11.2 µM; hit rate 1% among 650,000; AID 1508602; in the data active means activation above about 4.9%;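 further: 0% = median of compound wells and 100% = cells with positive control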
Target sequence (Q8TDV0 whole entry, looked up): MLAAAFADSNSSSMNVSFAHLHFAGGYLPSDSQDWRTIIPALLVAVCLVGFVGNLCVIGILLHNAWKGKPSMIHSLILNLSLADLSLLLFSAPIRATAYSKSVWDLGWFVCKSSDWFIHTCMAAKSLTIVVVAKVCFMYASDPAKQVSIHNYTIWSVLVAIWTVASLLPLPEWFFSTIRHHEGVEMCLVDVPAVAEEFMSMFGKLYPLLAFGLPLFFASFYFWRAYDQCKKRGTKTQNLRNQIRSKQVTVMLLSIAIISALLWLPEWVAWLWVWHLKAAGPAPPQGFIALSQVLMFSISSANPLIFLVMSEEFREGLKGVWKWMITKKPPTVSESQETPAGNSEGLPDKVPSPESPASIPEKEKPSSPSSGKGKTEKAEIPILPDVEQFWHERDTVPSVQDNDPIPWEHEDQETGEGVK
FBW7 act – activators of human E3 ligase FBW7. AlphaScreen FBW7–phospho-cyclin E peptide binding, activator screen. normalized activity (activation), % at 26.1 µM. Q969H0. hit rate 0.13% among 650,000; in the data active means normalized activity above about 1.9%;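 further: purified mutant Fbw7 with reduced substrate affinity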
MITF primary – human MITF inhibition, primary screen. O75030. AlphaScreen MITF homodimerization, bead proximity signal. inhibition, % at 2.6 µM. hit rate 0.91% among 650,000; in the data active means inhibition above about 50%;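 further: 0% = vehicle wells with protein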
Target sequence (O75030 whole entry, looked up): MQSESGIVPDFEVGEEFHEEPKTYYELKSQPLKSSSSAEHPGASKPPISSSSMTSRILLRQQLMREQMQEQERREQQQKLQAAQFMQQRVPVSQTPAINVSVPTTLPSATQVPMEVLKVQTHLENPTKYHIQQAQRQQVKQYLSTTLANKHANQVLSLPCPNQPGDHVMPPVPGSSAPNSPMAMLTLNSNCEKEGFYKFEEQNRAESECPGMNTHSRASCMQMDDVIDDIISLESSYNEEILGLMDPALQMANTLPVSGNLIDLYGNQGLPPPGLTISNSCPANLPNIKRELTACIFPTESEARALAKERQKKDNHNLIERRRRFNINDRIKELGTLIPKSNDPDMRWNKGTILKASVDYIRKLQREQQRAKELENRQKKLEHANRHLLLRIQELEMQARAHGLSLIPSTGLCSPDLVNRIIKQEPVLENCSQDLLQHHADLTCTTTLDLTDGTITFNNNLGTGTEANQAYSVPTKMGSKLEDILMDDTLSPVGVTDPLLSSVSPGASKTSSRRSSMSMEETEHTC
Active calls of the source: *; · = not tested or not shown. No enrichment for hits. About 3.5% of those tested had a hit in this group.

SMILES	TEAD-YAP inh	GPR151 ag	FBW7 act	MITF primary
CCn1cc(SCC(=O)N2N=C(c3cccs3)CC2c2ccc(OC)cc2)c2ccccc21 (stereo not given)	-15	0.0	-0.1	-3
COc1ccc(C2Nn3c(C)nnc3SC2C(=O)Nc2ccc(F)c(Cl)c2)cc1 (stereo not given)	9	-0.7	0.0	-16
N#CCSc1nc2ccsc2c(=O)n1Cc1ccccc1	-11	-0.4	-0.1	12
CC(=O)N(C)c1ccc(NC(=O)Cc2cccs2)cc1	-29	-0.3	0.0	5
Cc1ccc(C)c(NC(=O)/C(C#N)=N/Nc2ccc(S(=O)(=O)Nc3ncccn3)cc2)c1	-1	-1.2	0.0	-3
CCn1c(O)c(C=NC2CCCCCC2)c(=O)[nH]c1=S	4	1.2	-0.3	-7
c1cncc(-c2cnc3ccc(NC4CCOCC4)nn23)c1	-1	-1.3	0.2	11
CCc1nc2cccc([N+](=O)[O-])c2nc1CC	-10	-1.1	-0.2	-1
NS(=O)(=O)c1ccc(CCn2c(-c3ccc(OC(=O)c4ccccc4)cc3)csc2=Nc2cccc(C(F)(F)F)c2)cc1	9	0.0	0.3	7
CCCCC(=O)NS(=O)(=O)c1ccc(NC(=O)C(F)(F)F)cc1	-7	1.4	0.0	-11
CCOC(=O)C1=C(C)N=c2s/c(=C\c3ccc(OCc4ccccc4Cl)c(OC)c3)c(=O)n2C1c1ccc(N(C)C)cc1 (stereo not given)	-8	3.4	0.3	-9
CCOc1ccc(N2C(=O)CC(N(CCc3ccc(OC)c(OC)c3)C(=O)CC)C2=O)cc1 (stereo not given)	15	0.3	-0.1	1
CCCCCOC(=O)CN1C(=O)C2C3c4ccccc4C(c4ccccc43)C2C1=O (stereo not given)	11	-0.5	0.0	-2
Cc1c(Cl)cccc1NC(=O)Nc1ccc(Br)cn1	-5	-0.2	0.0	8
COc1ccc(C(=O)NC(c2ccc(Cl)cc2)c2cc(Cl)c3cccnc3c2O)cc1 (stereo not given)	9	-0.7	0.1	0
CC(C)NS(=O)(=O)c1ccc(NC(=O)c2ccc(Br)o2)cc1	-11	2.1	-0.2	20
Nc1c(C(=O)OCC(=O)Nc2ccc3c(c2)OCCO3)[nH]c(=O)[nH]c1=O	16	-1.5	0.1	13
CC(Sc1ccc(Cl)cc1)C(=O)NC1CC1 (stereo not given)	10	0.5	0.5	14
Cc1ccc(S(=O)(=O)NC(C)C(=O)N2CCc3ccccc3C2)cc1 (stereo not given)	1	0.7	0.2	3
COc1cc(/C=C\C(C)=O)ccc1OC(=O)c1cccc([N+](=O)[O-])c1	-8	0.0	-0.2	-7
Cc1nc2c(C(=O)NCc3ccc(Cl)cc3)cnn2c(C)c1Cc1cccc(Cl)c1	4	-0.6	0.2	10
CCOc1ccc(-c2c(C)sc3ncn(CC(=O)Nc4ccccc4OC)c(=O)c23)cc1	8	0.1	0.0	-4
OC(COCc1ccc2c(c1)OCO2)CN1CCN(c2cccc(Cl)c2)CC1 (stereo not given)	0	0.9	-0.1	9
COc1cc(C2C(C#N)=C(N)OC3=C2C(=O)CC(C)(C)C3)cc(OC)c1OC(=O)N1CCOCC1 (stereo not given)	5	-0.2	-0.1	44
OC1(c2cccnc2)CCN(Cc2nnnn2CCc2ccccc2)CC1	6	-0.8	0.3	12
CN(Cc1ccccc1)C(=O)c1cnc(N2CCN(c3ccccn3)CC2)c2ccccc12	4	-0.4	0.1	16
CCOC(=O)CCN1C(=O)CCC1CCNCc1ccc(F)cc1 (stereo not given)	-3	-0.3	-0.1	10
Cc1[nH]c2ccccc2c1CCNC(=O)c1cc2cc(Br)ccc2oc1=O	0	2.3	0.1	-5
CC(=O)N1C(=O)/C(=C\C(=O)c2ccc(C)cc2)c2ccccc21	3	-0.2	0.1	-3
O=C(Nc1ccccc1Cl)N1CCNCC1	6	-0.7	0.3	9
CC(=O)Nc1ccc(N/C(C)=C/C(=O)c2ccc(Cl)cc2)cc1	10	-0.9	0.1	8
On1onc2c3c4c(nc3ccc21)CCCC4	5	1.1	-0.7	10
Cc1nn(CCC#N)c(=O)c2cc3sccc3n12	0	-0.9	-0.1	12
COc1ccc(N2CCN(c3nc(OC)nc(OC)n3)CC2)cc1	2	-1.0	0.1	19
O=C1Cc2cc(S(=O)(=O)N3CCC4(CC3)OCCO4)cc3c2N1CCC3	-1	0.4	0.0	10
CCC1CN(CCC(=O)NCc2nc(-c3ccccc3)n[nH]2)Cc2cc(OC)ccc2O1 (stereo not given)	7	-0.9	-0.2	-17
c1ccc2c(c1)ncn2C1CCCCC1	-6	-2.6	0.0	-4
N=C(c1cccc([N+](=O)[O-])c1)N1CCCCCC1	-3	3.8	0.1	16
c1ccc(CNc2nc(N3CCN(c4ccccn4)CC3)nc3c2ncn3-c2ccccc2)cc1	1	-1.0	0.0	20
COc1ccc(COC(=O)N/N=C2\C[C@@H](O)[C@@H](O)[C@@H]3[C@@H]4C(=O)N(C[C@@H]5CCCO5)C(=O)[C@@H]4CC[C@H]23)cc1	·	0.7	-0.3	-2
Nc1nc(-c2ccc3c(c2)OCO3)cs1	-21	1.3	-0.1	9
Cc1cc(C(=O)Nc2ccc(Br)cc2)n[nH]1	-56	-0.9	-0.1	3
CCCCCC(=O)Nc1ncc2c(n1)CC(C)(C)CC2=O	9	-1.3	0.2	13
O=C(COc1ccc(Cl)cc1)NNC(=O)Cc1ccc(Cl)cc1	4	0.1	0.1	1
Cc1ccccc1C(=O)NNC(=O)C(=O)NC(C)C	-10	0.9	-0.3	-3
COc1ccc(/C=N/NC(=O)c2nc(Cl)c(Cl)c(N)c2Cl)c(OC)c1OC	-1	1.0	0.0	-11
NC(=O)CC[C@H](NC(=O)c1ccc(Cl)cc1)C(=O)Nc1ccc(N2CCCCC2)cc1	8	-1.0	0.2	24
CC(=O)Nc1ccc(NC(=O)NC2(c3ccccc3)CC2)cc1	-2	0.1	0.0	1
CC1CCCC(C)N1C(=O)/C=C/c1ccccc1 (stereo not given)	-19	-0.4	-0.1	11
NC(=O)CSc1oc(-c2ccco2)nc1S(=O)(=O)c1ccc(F)cc1	-8	-0.2	0.1	-5
CCOC(=O)c1cc(-c2nnc(-c3ccccc3Cl)o2)c(C)nc1C	-7	0.6	-0.2	-3
COc1ccc2oc(=O)c(-c3csc(Nc4cccc(C(C)=O)c4)n3)cc2c1	-3	1.4	0.1	-10
COc1cc(C2=N/C(=C\c3ccc(C(C)(C)C)cc3)C(=O)O2)cc(OC)c1OC	8	2.6	0.1	0
COC(=O)Cc1c(C)c2ccc(OC(C)C(=O)c3ccccc3)cc2oc1=O (stereo not given)	16	-1.5	0.9	15
c1ccc(Oc2ccc(Nc3ccnc(Nc4ccccn4)n3)cc2)cc1	17	0.0	0.2	5
C[C@H](c1ccccc1)n1c(=O)[nH]c2ncc(-c3ccoc3)nc21	5	2.0	-0.5	-9
COc1cccc(NC(=O)Cn2c(Cc3ccccc3)nc3sc(C)c(C)c3c2=O)c1	-5	-0.6	0.0	2
O=C(NNC(=O)c1ccccc1OC(F)F)c1ccncc1	6	-0.5	-0.1	1
Cc1cc(Br)ccc1NC(=O)C(=O)NC(C)c1ccccc1 (stereo not given)	-2	0.9	0.0	6
Cc1cc(NCc2nc3ccccc3[nH]2)nc(N2CCN(Cc3ccc4c(c3)OCO4)CC2)n1	0	0.5	-0.1	-2
(further entries)
SMILES	TEAD-YAP inh	GPR151 ag	FBW7 act	MITF primary
O=C(COc1ccccc1)Nc1ccccc1C(=O)Nc1ccccc1	-3	2.7	-0.1	-16
O=C(Nc1cc(Cl)cc(Cl)c1)C1C2C=CC3(O2)C1C(=O)N(Cc1ccccc1)C3C(=O)NC1CCCCC1 (stereo not given)	9	-0.4	0.0	-3
Cc1ccc(C(=O)N/C(=C\c2ccc(Br)cc2)C(=O)Nc2cccc(F)c2)cc1	-3	-1.7	-0.3	-2
COc1cc(C(=O)Nc2ccc(C(=O)NNC(=O)c3ccco3)cc2)cc(OC)c1OC	1	-0.4	-0.1	-2
Cc1ccc(SCCNS(=O)(=O)c2ccc(F)cc2)cc1	5	0.0	0.0	-6
CCCS(=O)(=O)n1nc(-c2ccc(Br)cc2)cc1N	-14	-0.4	0.1	9
COc1cc(NC(=O)c2cc(C)no2)c(OC)cc1Cl	-10	0.1	-0.1	-3
CCCCC1CCC(C(=O)OCC(=O)c2ccc(-c3ccc(Br)cc3)cc2)CC1 (stereo not given)	9	6.6*	0.0	4
Cc1nc(N)sc1N=Nc1cccc(S(=O)(=O)N2CCOCC2)c1	-14	0.3	-0.1	3
Cc1ccc(C)c(Oc2nnnn2-c2ccccc2)c1	6	0.6	0.4	-11
CCO[C@H]1[C@H](NC(=O)c2cccnc2)c2ccccc2C12CCN(C(=O)CSC)CC2	6	0.6	0.0	5
O=C(CSC(=O)c1ccccc1)Nc1cccc(C(F)(F)F)c1	18	0.4	-0.1	1
COc1ccc(C(CC(=O)O)NC(=O)c2ccc(C(C)(C)C)cc2)cc1 (stereo not given)	3	0.7	-0.1	-13
CC1(c2cnc(Nc3ccccc3)s2)CCC(=O)O1 (stereo not given)	-11	0.7	0.1	16
CCC(=O)Oc1ccc2c(=O)c(-c3ccccc3OC)coc2c1	-16	-0.5	-0.1	-9
Cc1ccnc(NS(=O)(=O)c2ccc(NC(=O)C(C)C)cc2)n1	2	-0.8	0.1	-3
c1ccc(OCCNc2nc(N3CCN(Cc4ccc5c(c4)OCO5)CC3)nc3nc[nH]c23)cc1	8	0.0	-0.1	-5
COc1cccc(/C=C2/SC(=Nc3ccccc3Cl)NC2=O)c1	-2	0.6	-0.1	4
COc1ccccc1NC(=O)c1cnc(N2CCN(c3ccccc3OC)CC2)c2ccccc12	5	-1.2	0.1	0
CC1CCN(CCCNC(=O)c2ccc3c(=O)n(Cc4ccc(Cl)cc4)c(=S)[nH]c3c2)CC1	-4	0.6	-0.1	8

Molecules from the list above containing a Cl atom, in the order listed:
SMILES	TEAD-YAP inh	GPR151 ag	FBW7 act	MITF primary
COc1ccc(C2Nn3c(C)nnc3SC2C(=O)Nc2ccc(F)c(Cl)c2)cc1 (stereo not given)	9	-0.7	0.0	-16
CCOC(=O)C1=C(C)N=c2s/c(=C\c3ccc(OCc4ccccc4Cl)c(OC)c3)c(=O)n2C1c1ccc(N(C)C)cc1 (stereo not given)	-8	3.4	0.3	-9
Cc1c(Cl)cccc1NC(=O)Nc1ccc(Br)cn1	-5	-0.2	0.0	8
COc1ccc(C(=O)NC(c2ccc(Cl)cc2)c2cc(Cl)c3cccnc3c2O)cc1 (stereo not given)	9	-0.7	0.1	0
CC(Sc1ccc(Cl)cc1)C(=O)NC1CC1 (stereo not given)	10	0.5	0.5	14
Cc1nc2c(C(=O)NCc3ccc(Cl)cc3)cnn2c(C)c1Cc1cccc(Cl)c1	4	-0.6	0.2	10
OC(COCc1ccc2c(c1)OCO2)CN1CCN(c2cccc(Cl)c2)CC1 (stereo not given)	0	0.9	-0.1	9
O=C(Nc1ccccc1Cl)N1CCNCC1	6	-0.7	0.3	9
CC(=O)Nc1ccc(N/C(C)=C/C(=O)c2ccc(Cl)cc2)cc1	10	-0.9	0.1	8
O=C(COc1ccc(Cl)cc1)NNC(=O)Cc1ccc(Cl)cc1	4	0.1	0.1	1
COc1ccc(/C=N/NC(=O)c2nc(Cl)c(Cl)c(N)c2Cl)c(OC)c1OC	-1	1.0	0.0	-11
NC(=O)CC[C@H](NC(=O)c1ccc(Cl)cc1)C(=O)Nc1ccc(N2CCCCC2)cc1	8	-1.0	0.2	24
CCOC(=O)c1cc(-c2nnc(-c3ccccc3Cl)o2)c(C)nc1C	-7	0.6	-0.2	-3
O=C(Nc1cc(Cl)cc(Cl)c1)C1C2C=CC3(O2)C1C(=O)N(Cc1ccccc1)C3C(=O)NC1CCCCC1 (stereo not given)	9	-0.4	0.0	-3
COc1cc(NC(=O)c2cc(C)no2)c(OC)cc1Cl	-10	0.1	-0.1	-3
COc1cccc(/C=C2/SC(=Nc3ccccc3Cl)NC2=O)c1	-2	0.6	-0.1	4
CC1CCN(CCCNC(=O)c2ccc3c(=O)n(Cc4ccc(Cl)cc4)c(=S)[nH]c3c2)CC1	-4	0.6	-0.1	8

(list continues)
SMILES	TEAD-YAP inh	GPR151 ag	FBW7 act	MITF primary
CCOC(=O)CSc1nc2cc(C(=O)NC3CCCCC3)ccc2c(=O)n1C1CCCCC1	-7	0.2	0.1	-5
CC1CCCC(NC(=O)C2N(Cc3cccs3)C(=O)C3C(C(=O)Nc4cccc(Cl)c4)C4C=CC32O4)C1C (stereo not given)	-20	2.3	0.1	0
Cc1c(NC(=O)c2cc(C(=O)Nc3c(C)n(C)n(-c4ccccc4)c3=O)cc([N+](=O)[O-])c2)c(=O)n(-c2ccccc2)n1C	-6	1.1	0.2	5
Cc1nn(C)c(C)c1CN(C)C(=O)c1cc2nc(-c3cccs3)cc(C(F)(F)F)n2n1	-13	0.4	0.3	20
Cc1nc2nc[nH]n2c(=O)c1NS(=O)(=O)c1ccccc1	-5	-0.7	-0.1	-3
CN(C)c1nc(Oc2ccc(=O)n(-c3ccccc3)n2)nc(N2CCOCC2)n1	-9	0.2	0.1	-10
Oc1c(C(c2ccncc2)N2CCOCC2)ccc2cccnc12 (stereo not given)	71*	1.5	-0.2	90*
CCCOC(=O)CC1C(=O)NCCN1Cc1ccccc1C (stereo not given)	3	2.8	0.3	-14
O=C(COc1cccc([N+](=O)[O-])c1)Nc1ccc(-c2nnc(-c3ccco3)o2)cc1	-2	1.4	0.0	-5
COc1ccc(C(=O)N/C(=C\c2ccco2)C(=O)NCCc2ccccc2)cc1	7	1.7	0.0	-1
COC(=O)c1ccc(C=NC23CC4CC(CC(C4)C2)C3)cc1	-2	-1.9	0.2	5
CCCNC(=O)Cn1cnc2sc(C(=O)N3CCC(C)CC3)c(C)c2c1=O	16	0.7	0.1	3
CCN(CC)c1ccc(NC(=O)CN2CCN(c3ccc(Cl)cc3)CC2)cc1	17	0.4	-0.2	10
